Pf Dd2 growth = P. falciparum Dd2 growth inhibitors, primary screen, SYBR Green fluorescence, single dose replicates; 72 h; hits give low values; activity change, % at 10 µM; 94,000 tested, 2.3% active; AID 1159554, 2015; in the data active = activity change below about -80%; inconclusive = no clear call, values can overlap the other calls
Tcruzi prolif = T. cruzi intracellular proliferation inhibitors, primary screen, cell-based, beta-gal Tulahuen parasites, NIH3T3 host, luminescence | T. cruzi beta-gal in NIH3T3, GalScreen luminescence, 90 h | inhibition, % at 8.34 µM | 77,000 tested, 5.9% active;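 active = mean inhibition above about 93%, with at least 55% of replicates each passing it, limit read from the data, passing the limit was not always enough; inconclusive = only one of those two conditions holds; inactive = neither condition holds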
C diff growth = C. difficile growth inhibitors, primary screen, HTS | Clostridium difficile clinical isolate growth, OD600, 24 h; hits give low values | growth activity, negative = inhibition, % at 16 µg/mL (by protocol) | 86,000 tested, 0.25% active;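 active = mean growth activity at or below -80% and every replicate also at or below -80%; inconclusive = mean at or below -80% but some replicate above -80%; inactive = mean growth activity above -80%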;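 also: 0% = DMSO wells and -100% = levofloxacin 16 µg/mL wells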
KDM4C inh = inhibitors of GASC-1 (KDM4C) histone demethylase, primary screen, biochemical, single concentration HTS | Lysine-specific demethylase 4C (Homo sapiens), Q9H3R0 | GST-KDM4C 2-372, H3K9me3 peptide, LANCE TR-FRET | inhibition, % at 12.5 µM | 96,000 tested, 0.15% active | AID 720574, 2013;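 active = mean replicate inhibition above about 25%, with at least 55% of replicates also reaching it, limit read from the data, passing the limit was not always enough; inconclusive = only one of those two conditions met; inactive = neither condition met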
Target sequence (Q9H3R0 2-372 limits assumed): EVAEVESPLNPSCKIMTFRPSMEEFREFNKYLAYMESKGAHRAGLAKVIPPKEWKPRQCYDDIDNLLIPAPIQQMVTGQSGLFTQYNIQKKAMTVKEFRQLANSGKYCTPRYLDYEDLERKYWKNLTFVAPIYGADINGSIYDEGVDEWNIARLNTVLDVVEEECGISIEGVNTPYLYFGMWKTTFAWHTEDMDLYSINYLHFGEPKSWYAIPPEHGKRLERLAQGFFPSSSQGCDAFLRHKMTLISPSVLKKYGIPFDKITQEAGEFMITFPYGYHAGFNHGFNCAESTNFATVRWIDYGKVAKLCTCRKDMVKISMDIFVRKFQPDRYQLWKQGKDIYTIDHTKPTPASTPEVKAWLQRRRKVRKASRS
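reagent = H3K9me3 peptide substrate, Fe(II), 2-oxoglutarate | system = GST-tagged GASC-1 (JMJD2C) catalytic fragment, aa 2-372 | amount = enzyme final amount 10 nM | read-out = Fall in 671/618 emission ratio as inhibition | medium = HEPES buffer, pH 7.5, plus ascorbate | schedule = 30 min reaction, 60 min detection, RT | measured by = LANCE TR-FRET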
* = called active by the depositor; u = inconclusive; x = no result given; & = joins results of further samples. Rows were taken by chance. About 7.3% of those tested had a hit in this group.

canonical_smiles	KDM4C inh	Pf Dd2 growth	C diff growth	Tcruzi prolif
COCC(=O)N1[C@H](CO)[C@@H](c2ccc(C#CCC3CCCC3)cc2)[C@@H]1C#N	-0.8	-9	-12	60
COc1ccc2c3c([nH]c2c1)[C@H](CO)N(C(=O)C1CCC1)CC31CCN(C)CC1	1.4	54	19	x
Cc1noc(C)c1NC(=O)N(C)C[C@@H]1Oc2ccc(NC(=O)CCCN(C)C)cc2C(=O)N([C@@H](C)CO)C[C@@H]1C	-2.1	-1	-2	-193
COc1ccc2c3c(n(C)c2c1)[C@H](CO)N(C(=O)NC(C)C)CC31CN(CC2CCCCC2)C1	-0.9	-16	-3	x
CC(C)NC(=O)Nc1cccc2c1O[C@@H](CN(C)Cc1ccccc1)[C@@H](C)CN([C@@H](C)CO)C2=O	-0.4	23	3	22
CC(C)NC(=O)N(C)C[C@@H]1Oc2ccc(NS(=O)(=O)c3cn(C)cn3)cc2CC(=O)N([C@H](C)CO)C[C@@H]1C	-2.8	-2	1	-1
CCCNC(=O)N1C[C@@H]2[C@H](c3ccccc31)[C@@H](CO)N2C(=O)c1ccncc1	-2.6	11	-4	7
Cc1ccc(S(=O)(=O)N(C)C[C@H]2OCCCC[C@@H](C)Oc3ccc(NS(C)(=O)=O)cc3C(=O)N([C@@H](C)CO)C[C@@H]2C)cc1	0.6	-57	4	40
C[C@H]1CN([C@@H](C)CO)C(=O)c2cc(C#Cc3cccnc3)cnc2O[C@H]1CN(C)Cc1cccnc1	-1.9	-9	-3	8
C[C@H](CO)N1C[C@H](C)[C@H](CN(C)Cc2cncnc2)Oc2ncc(-c3ccc(F)cc3)cc2C1=O	-0.5	14	-3	-23
CCCC#Cc1ccc([C@@H]2[C@@H](CO)N3CCCCN(S(C)(=O)=O)C[C@H]23)cc1	0.1	20	-1	11
CCc1nc(N2[C@@H](C#N)[C@@H](c3ccccc3-c3ccccc3C)[C@@H]2CO)sc1C	-1.7	-52	4	x
CCCC(=O)Nc1ccc2c(c1)C(=O)N(C)[C@H]1CC[C@@H](CC(=O)N3CCc4ccccc4C3)O[C@@H]1CO2	0.7	-5	2	25
Cc1ccc(-c2ccccc2[C@H]2[C@@H](C#N)N(c3ncc(-c4ccccc4)s3)[C@H]2CO)cc1	-3.9	-67	-4	x
Cc1noc(C)c1NC(=O)N[C@H]1CC[C@H](CCNC(=O)C2CCCC2)O[C@@H]1CO	-0.5	-5	4	x
CCCC#Cc1cnc2c(c1)C(=O)N([C@@H](C)CO)C[C@H](C)[C@@H](CN(C)Cc1ccccc1F)O2	2.0	-41	1	47
CCCN1[C@H](C(=O)N[C@@H](C)c2ccccc2)[C@@H](CO)[C@@H]2Cn3c(ccc(-c4ccc(F)cc4)c3=O)[C@@H]21	8.9	-1	0	67
CO[C@@H]1CN(C)C(=O)c2ccc(NC(=O)C3CCOCC3)cc2OC[C@H](C)NC[C@H]1C	0.9	0	x	9
N#Cc1ccc(-c2ccc([C@@H]3[C@H]4CN(C(=O)C5CCC5)CC(=O)N4[C@H]3CO)cc2)cc1	-1.0	5	-11	x
C[C@H]1CN([C@@H](C)CO)C(=O)Cc2cc(NC(=O)Nc3cccc4ccccc34)ccc2O[C@@H]1CN(C)Cc1ccc2c(c1)OCO2	-0.3	-9	-5	37
COc1ccc(S(=O)(=O)N2CCC3(CC2)CN(Cc2ccncc2)[C@@H](CO)c2[nH]c4cc(OC)ccc4c23)cc1	0.6	-87*	-8	x
C[C@H](CO)N1C[C@H](C)[C@@H](CN(C)C(=O)c2ccc3c(c2)OCO3)Oc2cc(C#Cc3ccccc3F)ccc2S1(=O)=O	0.0	-77	-2	x
CC=Cc1ccc2n(c1=O)C[C@@H]1[C@@H](CO)[C@H](C(=O)NCCc3ccccc3)N(CCC)[C@H]21 (mixture of isomers)	3.2	-5	1	39
Cc1noc(C)c1S(=O)(=O)N(C)C[C@@H]1OCCCC[C@@H](C)Oc2ccc(NS(=O)(=O)c3ccc(Cl)cc3)cc2C(=O)N([C@H](C)CO)C[C@@H]1C	2.9	-3	0	38
CCc1cnc(N2[C@H](C#N)[C@H](c3ccc(C4=CCCCC4)cc3)[C@H]2CO)s1	x	-25	-1	93

Full records, looked up by structure:
COCC(=O)N1[C@H](CO)[C@@H](c2ccc(C#CCC3CCCC3)cc2)[C@@H]1C#N is listed with KDM4C inh: -0.8; Pf Dd2 growth: -9; C diff growth: -12; Tcruzi prolif: 60
CCCC(=O)Nc1ccc2c(c1)C(=O)N(C)[C@H]1CC[C@@H](CC(=O)N3CCc4ccccc4C3)O[C@@H]1CO2 is listed with KDM4C inh: 0.7; Pf Dd2 growth: -5; C diff growth: 2; Tcruzi prolif: 25
CC=Cc1ccc2n(c1=O)C[C@@H]1[C@@H](CO)[C@H](C(=O)NCCc3ccccc3)N(CCC)[C@H]21 (mixture of isomers) is listed with KDM4C inh: 3.2; Pf Dd2 growth: -5; C diff growth: 1; Tcruzi prolif: 39

More records.
canonical_smiles	KDM4C inh	Pf Dd2 growth	C diff growth	Tcruzi prolif
Cc1ccc(-c2ccc([C@@H]3[C@H]4CN(C(=O)c5ccncc5)CC(=O)N4[C@H]3CO)cc2)cc1	-0.4	-13	4	x
CN1C(=O)c2cc(NC(=O)c3ccc(F)c(F)c3)ccc2OC[C@@H]2O[C@H](CC(=O)N3CCCCC3)CC[C@H]21	2.4	-40	13	35
Cc1noc(C)c1S(=O)(=O)N(C)C[C@H]1OCCCC[C@@H](C)Oc2ccc(NS(=O)(=O)c3cccs3)cc2C(=O)N([C@@H](C)CO)C[C@H]1C	-3.9	-45	-9	x
CNC[C@H]1OCCCC[C@@H](C)Oc2ccc(NC(=O)Nc3c(C)noc3C)cc2C(=O)N([C@@H](C)CO)C[C@H]1C	-0.2	5	-2	13
O=C(C[C@@H]1CC[C@@H]2[C@H](COC[C@@H](O)CN2Cc2nccs2)O1)NCc1ccccc1Cl	0.8	1	2&-3	-14
Cc1ccc(S(=O)(=O)N[C@@H]2CC[C@H](CCn3cc(-c4cccnc4)nn3)O[C@H]2CO)cc1	-1.8	-13	x	42
N#C[C@H]1[C@@H](c2ccc(/C=C/c3ccccc3)cc2)[C@@H](CO)N1C(=O)C1CC1	-0.5	41	3	u
O=C(Nc1ccc(Cl)cc1)N[C@@H]1CC[C@H](CCn2cc(Cc3ccccc3)nn2)O[C@@H]1CO	-0.9	-17	-7	-24
C/C=C/c1ccc2c(c1)[C@H]1[C@H](CCN1C(=O)C1CCCC1)[C@@H](CO)N2	-0.4	-86*	-7	x
CC(=O)N(C)C[C@@H]1Oc2ncc(C#CCC3CCCC3)cc2C(=O)N([C@@H](C)CO)C[C@H]1C	-1.6	-9	-6	31
CC(=O)N(C)C[C@@H]1Oc2ncc(-c3cncnc3)cc2C(=O)N([C@H](C)CO)C[C@H]1C	1.0	25	-5	-30
COc1ccc(-c2ccccc2[C@@H]2[C@@H](C#N)N(C(=O)NC3CCCCC3)[C@H]2CO)cc1	6.3	-6	16	x
COc1ccc(S(=O)(=O)Nc2ccc3c(c2)C(=O)N([C@H](C)CO)C[C@@H](C)[C@@H](CN(C)S(=O)(=O)c2ccc(OC)cc2)O3)cc1	-0.5	12	2	-3
COc1ccc(CN(C)C[C@@H]2Oc3c(NC(=O)NC4CCCCC4)cccc3C(=O)N([C@H](C)CO)C[C@H]2C)cc1	0.9	-55	-17	47
CS(=O)(=O)Nc1ccc2c(c1)[C@@H]1C[C@H](CC(=O)NCC3CC3)O[C@@H](CO)[C@@H]1O2	1.5	15	x	-2
CC=Cc1ccc2n(c1=O)C[C@@H]1[C@@H](CO)[C@H](C(=O)NCC)[C@H]2N1C(C)=O (mixture of isomers)	1.9	11	3	29
CCC(=O)N1CC2(C1)CN(C(=O)CN1CCOCC1)[C@@H](CO)c1c2c2ccc(OC)cc2n1C	0.8	22	-4	x
CO[C@@H]1CN(C)C(=O)c2ccc(NC(C)=O)cc2OC[C@H](C)N(CCC(F)(F)F)C[C@@H]1C	-0.1	32	x	3
COC(=O)C[C@H]1CC[C@H](NC(=O)Nc2ccc(C(F)(F)F)cc2)[C@@H](CO)O1	0.8	2	3	-46
Cc1cccc(S(=O)(=O)N[C@@H]2CC[C@H](CCn3cc(-c4ccccn4)nn3)O[C@@H]2CO)c1	0.9	-10	2	25
O=C(c1ccc2c(c1)OCO2)N1CCCCN2[C@H](CO)[C@H](c3ccc(-c4ccccc4)cc3)[C@H]2C1	0.0	-5	-2	61
COc1ccc(S(=O)(=O)Nc2ccc3c(c2)CC(=O)N([C@@H](C)CO)C[C@@H](C)[C@H](CN(C)C(=O)Nc2ccc(C(F)(F)F)cc2)O3)cc1	0.4	-11	-15	40
O=S(=O)(c1ccc(F)cc1)N1CC[C@@H]2[C@H]1c1cc(C#CC3CCCCC3)ccc1N[C@@H]2CO	-2.6	-53	4	x
CCCN(C)C[C@H]1OCCCC[C@H](C)Oc2ccc(NC(=O)NC3CCCCC3)cc2C(=O)N([C@@H](C)CO)C[C@H]1C	1.0	-9	0	84
CCCNC(=O)Nc1ccc2c(c1)C(=O)N(C)C[C@H](OC)[C@H](C)CN(CC1CCCC1)[C@@H](C)CO2	0.4	x	x	-32

(next part)
canonical_smiles	KDM4C inh	Pf Dd2 growth	C diff growth	Tcruzi prolif
CC=Cc1ccc2n(c1=O)C[C@@H]1[C@@H](CO)[C@H](C(=O)N(C)C)N(CC3CC3)[C@H]21 (mixture of isomers)	0.4	4	1	49
C[C@H](CO)N1C[C@H](C)[C@@H](CN(C)S(C)(=O)=O)Oc2ncc(/C=C/c3ccccc3)cc2C1=O	17	41	-2	0
Cc1noc(C)c1NC(=O)Nc1ccc2c(c1)C(=O)N([C@H](C)CO)C[C@@H](C)[C@@H](CN(C)S(=O)(=O)c1c(C)noc1C)O2	0.0	19	-6	-32
Cc1noc(C)c1S(=O)(=O)N(C)C[C@H]1OCCCC[C@@H](C)Oc2ccc(NC(=O)Nc3ccc(C(F)(F)F)cc3)cc2C(=O)N([C@@H](C)CO)C[C@H]1C	0.1	-71	-1	97*
O=C([C@@H]1[C@@H](CO)[C@@H]2Cn3c(cccc3=O)[C@H]1N2CC1CCCCC1)N1CCOCC1	0.2	x	0	79
C[C@H]1CN([C@@H](C)CO)C(=O)c2cc(-c3ccccc3)cnc2O[C@@H]1CN(C)C(=O)Nc1ccc2c(c1)OCO2	2.1	-1	1	22
COc1ccc(NC(=O)N(C)C[C@@H]2Oc3ccc(NC(=O)Nc4ccccc4)cc3CC(=O)N([C@@H](C)CO)C[C@H]2C)cc1	25	-9	0	-8
N#Cc1ccc(-c2ccc3c(c2)[C@H]2[C@H](CCN2C(=O)c2ccc4c(c2)OCO4)[C@H](CO)N3)cc1	-3.2	-21	-4	25
O=C(c1ccccn1)N1CC(=O)N2[C@H](CO)[C@H](c3ccc(-c4cccc(F)c4)cc3)[C@@H]2C1	0.4	26	10	x
Cc1noc(C)c1NC(=O)Nc1ccc2c(c1)C(=O)N([C@@H](C)CO)C[C@H](C)[C@H](CN(C)Cc1ccc(C(=O)O)cc1)O2	0.6	17	x	-15
O=C(Nc1ccccc1Cl)N1[C@@H]2CNC[C@H]1C2c1ccc(/C=C/c2ccccc2)cc1 (some centres not stated)	-0.8	-42&8	13&-74	x
CCCNC(=O)N1C[C@H](O)COC[C@H]2O[C@@H](CC(=O)NCc3ccncn3)CC[C@@H]21	-1.4	10	1&0	25
COCC#Cc1cnc2c(c1)C(=O)N([C@@H](C)CO)C[C@@H](C)[C@@H](CN(C)C(=O)c1ccc(F)cc1)O2	13	22	2	-3
CCC(=O)N1C[C@H](O)COC[C@H]2O[C@@H](CC(=O)NC)CC[C@@H]21	x	19	0&-5	-19
Cc1noc(C)c1S(=O)(=O)N(C)C[C@H]1OCCCC[C@H](C)Oc2ccc(NC(=O)Nc3cccc4ccccc34)cc2C(=O)N([C@@H](C)CO)C[C@@H]1C	-2.9	-85*	-5	100*
C[C@H]1CN([C@@H](C)CO)C(=O)c2cc(NC(=O)C3CCCCC3)ccc2O[C@H]1CN(C)Cc1ccc(-c2ccccc2)cc1	0.2	-15	x	47
COc1ccc(S(=O)(=O)Nc2ccc3c(c2)C(=O)N([C@@H](C)CO)C[C@H](C)[C@H](CN(C)Cc2ccc(C(F)(F)F)cc2)OCCCC[C@@H](C)O3)cc1	1.9	-33	16	63

Screening results from PubChem BioAssay.
